Screens deposited in PubChem by National Center for Advancing Translational Sciences (NCATS).
aGlu spleen mod: inhibitors or activators of human alpha-glucosidase in spleen homogenate. P10253. Potency, µM (titrated, usually from 79.9 µM), inactives show at the highest dose activity change, negative = inhibition, usual class: inhibitors. human spleen homogenate, 4-MU-alpha-glucoside fluorescence. hit rate 0.006% among 240,000. AID 2112;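 further: 0% = enzyme with vehicle and -100% = no enzyme basal signal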
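Human spleen homogenate (1 ug) incubated with compounds and 1 mM 4-methylumbelliferyl-alpha-D-glucopyranoside in pH 5.0 citrate/phosphate buffer, 37 C, 40 min. Stopped at pH 10; 4-MU fluorescence (Ex 365/Em 440 nm); AC50 by Hill fit.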
GAA glycogen mod: inhibitors or activators of human alpha-glucosidase glycogen cleavage; P10253; Potency, µM (titrated, usually from 76.4 µM), for the others: top-dose activity change, negative = inhibition, usual class: inhibitors; hit rate 0.38% among 300,000; recombinant GAA, glycogen substrate, Amplex Red glucose oxidase fluorescence; AID 2100;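 further: 0% = full enzyme reaction and -100% = no-enzyme basal signal; the screen sought inhibitors and activators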
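Recombinant human enzyme (4 nM); glycogen substrate; 37 C, 40 min, pH 5.0. Readout: coupled glucose oxidase/Amplex Red fluorescence.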
aGal spleen mod: inhibitors or activators of human alpha-galactosidase in spleen homogenate; Potency, µM (titrated, usually from 80 µM), for the others: at the highest dose activity change, negative = inhibition, hits mostly inhibitors; AID 2107; P06280; hit rate 0.008% among 240,000; human spleen homogenate, 4MU-alpha-Gal fluorescence, 40 min;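 further: 0% = enzyme with vehicle and -100% = no enzyme basal signal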
Target sequence (P06280 32-429 limits assumed): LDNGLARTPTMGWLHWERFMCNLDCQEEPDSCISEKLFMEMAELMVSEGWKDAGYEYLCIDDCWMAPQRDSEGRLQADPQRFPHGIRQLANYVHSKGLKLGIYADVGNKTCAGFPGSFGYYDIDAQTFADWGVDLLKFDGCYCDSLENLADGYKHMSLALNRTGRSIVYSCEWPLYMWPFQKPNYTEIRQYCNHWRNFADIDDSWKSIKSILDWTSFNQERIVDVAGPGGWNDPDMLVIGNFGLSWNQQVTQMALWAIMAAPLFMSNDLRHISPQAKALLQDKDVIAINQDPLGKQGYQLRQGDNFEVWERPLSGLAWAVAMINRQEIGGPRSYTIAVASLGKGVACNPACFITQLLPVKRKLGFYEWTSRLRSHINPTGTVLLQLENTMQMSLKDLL
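Fluorogenic readout (Ex 365/Em 440 nm) of 4-methylumbelliferone released from 1 mM 4-MU-alpha-galactoside by spleen homogenate, 40 min at 37C, pH 5.0. Data normalized to no-enzyme and enzyme controls; Hill-equation AC50 from compound titrations.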
Tau ThT inhib: inhibitors of human tau fibril formation, thioflavin T binding | hit rate 2.1% among 270,000 | recombinant tau K18 P301L, heparin-induced fibrillization, ThT fluorescence | Potency, µM (series often up to 57.4 µM), for the others: at the top dose activity, negative = inhibition, actives largely listed as inhibitors; further: on the % scale 0 is the no-effect control and ±100 the full control effect; nearly all actives have a fitted effect of over 55% in size
Target sequence (P10636 561-689 P618L limits assumed): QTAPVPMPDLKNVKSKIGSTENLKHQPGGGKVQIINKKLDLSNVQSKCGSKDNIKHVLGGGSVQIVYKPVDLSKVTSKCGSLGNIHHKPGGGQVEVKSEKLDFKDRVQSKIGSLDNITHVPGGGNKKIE
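K18 P301L tau (15 uM + 0.24 uM Alexa 594-tagged), heparin 20 uM, NaOAc pH 7, 6 h 37 C; ThT 30 uM, 1 h RT, ex 450/em 510 nm.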
Tau FP inhib: blocks human tau fibril formation measured by polarization. P10636. K18 P301L tau heparin fibrillization, Alexa594 FP, 6 h. Potency, µM (series often up to 57.7 µM), inactives show at the highest dose activity, negative = inhibition, most hits filed as inhibitors. hit rate 0.39% among 280,000; further: on the % scale 0 is the no-effect control and ±100 the full control effect; nearly all actives have a fitted effect of over 55% in size
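Human K18 P301L fragment (15 uM unlabeled plus 0.24 uM Alexa 594-labeled) in 100 mM sodium acetate pH 7 with compound, aggregation induced by 20 uM heparin for 6 hr at 37 C. ThT (30 uM) added for 1 hr, then Alexa 594 FP read.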
Tau fluor counter: counter-screen for tau fibril formation inhibitors. hit rate 0.93% among 280,000. AID 1463. Potency, µM (doses to about 57.7 µM), inactives show at the highest dose activity change, negative = decrease. tau K18 P301L (four-repeat tau fragment) Alexa594 fluorescence, heparin fibrillization; further: on the % scale 0 is the no-effect control and ±100 the full control effect; nearly all actives have a fitted effect of over 55% in size
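Human K18 P301L tau (15 uM unlabeled plus 0.24 uM Alexa 594-labeled, final) in 100 mM sodium acetate pH 7 was mixed with compound and 20 uM heparin and incubated 6 hr at 37 C.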
HTT cytoprotect: cytoprotection in Huntington HTT-Q103 PC12 cell model | hit rate 0.14% among 230,000 | PC12 HTT-Q103 induced, cytoprotection, ATP luminescence, 40 h | AID 1471 | Potency, µM (highest dose often 56.4 µM), for the others: cytoprotection (ATP increase), most hits filed as activators;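 further: % of control where 0% means no effect; nearly all actives have a fitted effect of over 45% in size; toxic huntingtin expression switched on by the ecdysone agonist tebufenozide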
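Readout: ATPlite luminescence (ATP level). Model: stable PC12, inducible Htt exon1 Q103-GFP. Inducer: tebufenozide, 100 nM final. Compounds: dose series. No G418 in medium.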
GAA inh: inhibitors of human lysosomal alpha-glucosidase; AID 1466; purified human GAA, 4-MU-alpha-glucoside fluorescence; Potency, µM (highest dose often 76.9 µM), for the others: at the highest dose activity change, negative = inhibition, actives largely listed as inhibitors; P10253; hit rate 0.005% among 200,000;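 further: plate controls were uninhibited enzyme wells for no effect and no-enzyme background for full effect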
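Fluorogenic assay: 4 nM human alpha-glucosidase with 400 uM 4-methylumbelliferyl-alpha-D-pyranoside in 50 mM citrate/phosphate, 0.005% Tween-20, pH 5.0, 20 min at room temperature. Compounds tested up to 77 uM; AC50 from Hill fits.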
Active calls of the source: *; ? = inconclusive; . = no result given; & = joins results of further samples; [ ] = another dose, or the depositor's remark. The call rests on the fitted dose curve; in most records, active means well fitted curve in the direction sought with a large enough effect; inconclusive means small, poorly fitted or top-dose-only effect, or another doubt; inactive means no such curve, though single readings can be large; an effect the other way counts as inactive or inconclusive. Potency means the concentration at half of the fitted maximal effect. An unsorted share of the library, and some 3.3% of all compounds hit somewhere here.

SMILES	aGlu spleen mod	GAA glycogen mod	aGal spleen mod	Tau ThT inhib	Tau FP inhib	Tau fluor counter	HTT cytoprotect	GAA inh
CCOC(=O)c1csc(N)n1	3%	-29%	-2%	?	6%	-61%	4%[10 µM]	15%
COC(=O)c1oc(-c2ccccc2)nc1C	7%	-12%	8%	4%	3%	5%	12%[10 µM]	-1%
NC(=O)C1CCN(C(=S)NCc2ccc3c(c2)OCO3)CC1	-3%	2%	-12%	0%	-3%	-4%	-16%	?
COc1ccc(OC)c(-n2c(=S)[nH]c3cc(C(=O)N4CCC(C(N)=O)CC4)ccc3c2=O)c1	2%	1%	0%	-12%	-11%	-17%	-5%[10 µM]	7%
CCCc1cc(C(=O)NCc2cccs2)no1	-12%	10%	-2%	-6%	-2%	-1%	-10%	-4%[15.4 µM]
O=C(c1cc(-c2ccc(Cl)cc2)n(-c2ccc(Cl)cc2)n1)N1CCOCC1	-6%	0%	-2%	?	-9%	-10%	-22%	-8%
Cc1cc(C)nc(-n2nc(C)cc2NC(=O)c2ccc(S(=O)(=O)N3CCOCC3)cc2)n1	-2%	3%	-6%	-5%	-1%	-4%	-13%[10 µM]	-15%
CC(NC(=O)C(=O)NCCC1=CCCCC1)c1ccccc1 (stereo unspecified)	2%	1%	4%	-3%	-3%	-3%	23%[10 µM]	0%
O=C(COC(=O)c1ccccc1)Nc1cccc(S(=O)(=O)NC2=NCCCCC2)c1	5%	-4%	3%	0%	-5%	2%	12%[0.074 µM]	-1%
CCCn1ncc([C@@H]2C[C@H]3CN(Cc4cccc(Cl)c4)C(=O)[C@]34CCCN24)c1C	10%	-11%	-1%	-10%	-1%	-9%	0%[10 µM]	-7%
Cc1ccc(OCCn2c(=O)oc3ccc(C)cc32)cc1	1%	-11%	6%	-6%	1%	-12%	18%[10 µM]	5%
NC(=O)NC(CC(=O)NCCCc1ccccc1)c1ccc(Cl)cc1 (stereo unspecified)	0%	4%	-7%	-14%	-8%	-17%	-1%[10 µM]	.
N#C/C(=C(\O)C(F)(F)F)c1nnc2n1CCCCC2	5%	-22%	3%	-1%	5%	-3%	-49%[inhibitor]	-4%
CC(C)(C)c1ccc(Cn2nc(CC(=O)O)c3ccccc3c2=O)cc1	0%	-1%	1%	-2%	-6%	-2%	-32%[10 µM]	2%
CC(C)OC(=O)c1cc(NC(=O)C2C3CCC(O3)C2C(=O)O)cc(C(=O)OC(C)C)c1 (stereo unspecified)	-2%	-6%	1%	-7%	-2%	-11%	4%[10 µM]	-27%
CC(C)=CCN1CCN(Cc2cnc(-c3ccccc3)s2)CC1CCO (stereo unspecified)	-13%	-10%	1%	10%	-5%	13%	4%[10 µM]	.
CSc1ccccc1C(=O)Nc1ncc(C)s1	-1%	4%	-23%	-5%	2%	-10%	-13%	0%
S=C(NCCc1ccccc1)NC1CC2CCC(C1)N2Cc1ccccc1 (stereo unspecified)	5%	-10%	1%	-5%	-2%	-19%	-9%[10 µM]	-10%
O=C(CNC(=O)c1ccc(Oc2ccccc2)cc1)OCc1ccc(Br)cc1	9%	1%	10%	-7%	-4%	-12%	7%[10 µM]	-4%
CCN(CC)S(=O)(=O)c1ccc2[nH]cc(C(=O)NCCc3ccc(OC)c(OC)c3)c(=O)c2c1	4%	-3%	6%	2%	-19%	-17%	3%[10 µM]	?
CC(C)C1NC2(C(=O)c3ccccc3C2=O)C2C(=O)N(c3ccc(F)cc3)C(=O)C12 (stereo unspecified)	0%	7%	-8%	-19%	0%	-16%	-2%	-5%
COC(CNC(=O)CNC(=S)N(CCCN1CCOCC1)Cc1cccs1)OC	-2%	-2%	1%	0%	0%	4%	-15%	0%
CCOC(=O)c1nnc(-c2ccc(C)cc2)nc1Sc1cccc(Cl)c1	-1%	-3%	1%	1%	-1%	-6%	-1%	-8%
COc1cccc2cc(C(=O)N(Cc3ccccc3)CC3CCCO3)c(=O)oc12 (stereo unspecified)	-4%	2%	-5%	4%	-1%	3%	-22%[10 µM]	1%
C=CCON1C(=O)c2ccccc2C1=O	-1%	-3%	-4%	0%	-17%	-8%	20%	0%
COc1ccccc1CNC(=O)CCNS(=O)(=O)c1cccc2nsnc12	-2%	-3%[76.3 µM]	4%	1%&1%	-5%&2%	-4%&-3%	1%	-8%
CC(=O)c1cccc(NC(=O)c2ccc3c(c2)CCN3S(=O)(=O)c2ccccc2)c1	.	4%&8%[76.3 µM]	.	1%	?	?	.	.
CCOC(=O)CC(C(=O)OCC)C1CCCCC1=O (stereo unspecified)	-1%	.	-7%	-9%	1%	-8%	12%	.
COC(=O)c1ccc(S(=O)(=O)N2C3CCC2CC(NC(=O)NC2CCCCC2)C3)cc1 (stereo unspecified)	-7%	2%	-1%	-12%	2%	-5%	-2%	2%
COCCNC(=O)c1ccc2snnc2c1	6%	7%	10%	-1%	-6%	-5%	14%	-2%
COc1cccc(CN2CCNC(=O)C2CC(=O)N(Cc2cnn(C)c2)C(C)C)c1 (stereo unspecified)	0%	-10%	1%	-4%	3%	6%	5%[10 µM]	0%
CC[C@@]12C=C(/C=C/c3ccccc3)[C@](CC)(C1)[C@H](c1ccccc1)CC2=O	0%	.	11%	-7%	?	-14%	0%	.
Cc1ccccc1NC(=O)Cn1c(CCC(=O)O)ccc1-c1cccs1	2%	-7%	7%	-9%	7%	2%	-44%[inhibitor]	4%
OC(c1ccccc1)C(CN1CCOCC1)c1ccccc1 (stereo unspecified)	4%	3%	8%	3%	-7%	3%	12%[10 µM]	.
Cc1ccc(CSc2nc3ccc(NC(=O)COc4ccccc4F)cc3s2)cc1	.	-6%[76.3 µM]	.	?	?	?	.	.
CCn1c(=O)cc(SCC(=O)NCCCN2CCN(c3ccccc3F)CC2)c2ccccc21	1%	4%	-11%	-4%	-1%	-17%	-17%	-3%
COc1ccc2c(c1)oc(=O)c1cc(OC)ccc12	9%	17%	17%	?	4%	-9%	26%[10 µM]	.
O=C(CNC(=S)N(Cc1ccccc1)Cc1cccnc1)NCc1ccccc1	-6%	5%	-17%	0%	-2%	-10%	-14%	-2%
N#CC1=C(N)N=C(SCc2ccccc2)C(C(N)=O)C12CCCCC2 (stereo unspecified)	-19%	-5%	-1%	-9%	10%	1%	13%[10 µM]	-1%
Cc1ccc(S(=O)(=O)NCc2ccco2)cc1C(N)=O	-5%	-4%	-7%	5%	6%	8%	0%	6%
O=C(NNS(=O)(=O)c1ccc(Cl)cc1)c1cc(-c2ccccc2)nc2ccccc12	-1%	0%	1%	0%	4%	-15%	8%[10 µM]	3%
O=S(=O)(NCCCCCCc1ccccc1)c1cccc2c(Cl)cccc12	-3%	.	6%	-11%	-10%	-28%	?	.
Cc1ccc(Cl)cc1N1CCN(C(=O)c2ccc3c(c2)CCN3S(=O)(=O)c2ccccc2)CC1	.	10%[76.3 µM]	.	3%	5%	-4%	.	.
CC1CCN(S(=O)(=O)c2ccc3c(c2)N(CC(=O)N2CCN(c4ccc(Cl)cc4)CC2)C(=O)CO3)CC1	.	2%[76.3 µM]	.	-14%	5%	-23%	.	.
Cc1ccc(-c2c(C(=O)N3CCN(c4cccc(C)c4C)CC3)oc(=O)c3ccccc23)cc1	.	5%[76.3 µM]	.	-7%	-9%	-3%	.	.

Looked up by structure from above, 3 records:
SMILES	aGlu spleen mod	GAA glycogen mod	aGal spleen mod	Tau ThT inhib	Tau FP inhib	Tau fluor counter	HTT cytoprotect	GAA inh
Cc1ccc(S(=O)(=O)NCc2ccco2)cc1C(N)=O	-5%	-4%	-7%	5%	6%	8%	0%	6%
OC(c1ccccc1)C(CN1CCOCC1)c1ccccc1 (stereo unspecified)	4%	3%	8%	3%	-7%	3%	12%[10 µM]	.
Cc1ccc(CSc2nc3ccc(NC(=O)COc4ccccc4F)cc3s2)cc1	.	-6%[76.3 µM]	.	?	?	?	.	.

Following part:
SMILES	aGlu spleen mod	GAA glycogen mod	aGal spleen mod	Tau ThT inhib	Tau FP inhib	Tau fluor counter	HTT cytoprotect	GAA inh
N#Cc1ccccc1Cn1c(=O)n(-c2cccc(C(F)(F)F)c2)c(=O)c2sccc21	.	6%[76.3 µM]	.	0%	-12%	-18%	.	.
O=C(/C=C/NNC(=O)c1cccc(Br)c1)c1cccc(Br)c1	-15%	-17%	-1%	14µM*	1%	?	-24%	-10%
O=C(COC(=O)C12CC3CC(CC(O)(C3)C1)C2)NCCc1ccc(Cl)cc1	2%	-4%	1%	-7%	6%	-8%	-20%	2%
COc1ccc(S(=O)(=O)N2CCCC(C(=O)O)C2)cc1Cl (stereo unspecified)	-6%	-7%	-5%	3%	-1%	3%	-3%	-2%
COC(=O)CCCCC1SCC2NC(=O)NC21 (stereo unspecified)	-7%	19%	-11%	-7%	4%	-8%	-4%[10 µM]	0%
CCOC(=O)N1CCN(C(=O)c2oc3ccc(S(=O)(=O)N4CCCCCC4)cc3c2C)CC1	-5%	-8%	1%	-14%	6%	-5%	4%[10 µM]	2%
CCc1ccc(C(=O)COC(=O)C(Cc2c[nH]c3ccccc23)NC(=O)c2ccc(Br)cc2)cc1 (stereo unspecified)	.	-7%[76.3 µM]	.	5%	-11%	?	.	.
CC(=O)CSc1nc2ccccc2s1	-4%	-1%	-16%	?	-1%	-5%	-20%	-4%
Cc1cc2[nH]c3c(c[n+](C)c4ccccc34)c2cc1C	1%	-4%	4%	?	0%	-2%	-97%[inhibitor][10 µM]	?
Cc1cc(NC(=O)Nc2cccs2)no1	4%	?	8%	-13%	8%	-11%	-14%	-2%

Ordered by molecular weight (low to high): some entries from above
SMILES	aGlu spleen mod	GAA glycogen mod	aGal spleen mod	Tau ThT inhib	Tau FP inhib	Tau fluor counter	HTT cytoprotect	GAA inh
CC(=O)CSc1nc2ccccc2s1	-4%	-1%	-16%	?	-1%	-5%	-20%	-4%
Cc1cc2[nH]c3c(c[n+](C)c4ccccc34)c2cc1C	1%	-4%	4%	?	0%	-2%	-97%[inhibitor][10 µM]	?
N#Cc1ccccc1Cn1c(=O)n(-c2cccc(C(F)(F)F)c2)c(=O)c2sccc21	.	6%[76.3 µM]	.	0%	-12%	-18%	.	.
